HePTP inhibitor – inhibitors of human HePTP phosphatase. P35236. recombinant HePTP phosphatase activity, OD absorbance. inhibition, % at 20 µM. 0.64% of 110,000 active; in the data active = inhibition above about 50%;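 also: plate controls were vehicle for no effect and reference inhibitor for full effect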
BAP1 inh – inhibitors of human BAP1 deubiquitinase. Q92560. recombinant BAP1, Ub-AMC hydrolysis fluorescence kinetic; hits give low values. activity remaining (% of control), % at 20 µM. 0.48% of 72,000 active. AID 436;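 active = activity remaining at or below 50% of control, provided the compound also passes the data quality filters; inactive = the rest, including low values that fail the filters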;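 also: 100% = DMSO wells rate and 0% = substrate alone blank rate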
Target sequence (Q92560 whole entry, looked up): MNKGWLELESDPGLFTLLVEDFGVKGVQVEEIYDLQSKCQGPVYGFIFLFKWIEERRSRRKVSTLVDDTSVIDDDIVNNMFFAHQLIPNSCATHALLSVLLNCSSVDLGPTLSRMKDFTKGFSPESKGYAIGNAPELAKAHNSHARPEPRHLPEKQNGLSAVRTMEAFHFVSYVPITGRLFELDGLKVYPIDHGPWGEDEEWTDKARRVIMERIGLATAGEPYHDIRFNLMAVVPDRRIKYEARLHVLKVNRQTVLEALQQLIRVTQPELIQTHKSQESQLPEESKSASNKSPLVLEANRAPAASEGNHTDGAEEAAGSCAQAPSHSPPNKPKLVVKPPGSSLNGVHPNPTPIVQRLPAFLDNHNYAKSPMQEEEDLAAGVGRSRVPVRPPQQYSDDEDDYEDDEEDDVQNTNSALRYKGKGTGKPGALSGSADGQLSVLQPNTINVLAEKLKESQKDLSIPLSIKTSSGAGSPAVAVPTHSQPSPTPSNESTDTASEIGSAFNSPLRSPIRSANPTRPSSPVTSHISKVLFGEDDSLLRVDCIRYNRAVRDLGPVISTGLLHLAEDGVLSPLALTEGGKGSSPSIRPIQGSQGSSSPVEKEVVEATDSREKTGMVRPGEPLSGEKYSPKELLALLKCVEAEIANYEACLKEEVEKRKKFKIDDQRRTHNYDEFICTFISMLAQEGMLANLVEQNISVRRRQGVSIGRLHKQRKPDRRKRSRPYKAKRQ
* hit, by the source's call; nt = not tested or not shown; & = joins results of further samples. Rows were taken by chance; any-hit rate near 0.7%.

Molecule,HePTP inhibitor,BAP1 inh
CCCCNC(=O)CCn1c(=O)c2ccccc2n(CC(=O)N2CC(C)CC(C)C2)c1=O (centres undefined),7,97
Cc1ccc(-n2nc3cc(C)c(NC(=O)COc4ccc(Cl)cc4C)cc3n2)cc1,nt,186
O=C(c1csc2c1CCCC2)N1CCCCC1,0,103
Cc1ccc(S(=O)(=O)N(CC(=O)O)Cc2ccccc2)cc1,-7,68
Nc1[nH]c(=S)ncc1C(=O)O,nt,67
COc1cc2[nH]c3c(=O)n(CCN4CCCCC4)cnc3c2cc1OC,-1,205
COc1ccccc1NC(=O)c1ccc2c(c1)C(=O)N(c1ccc(I)cc1)C2=O,nt,89
COc1cc2c(cc1OC)-c1cc(NCc3ccccn3)nc(=O)n1CC2,7,117
CC(C)(C)n1nnnc1C(c1ccc(C#N)cc1)N1CCCC2(CCCCC2)C1 (centres undefined),nt,56
Oc1cccc(/C=N/Nc2nc(N3CCOCC3)nc(N3CCOCC3)n2)c1,10,nt

An excerpt from the list above:
Molecule,HePTP inhibitor,BAP1 inh
Cc1ccc(-n2nc3cc(C)c(NC(=O)COc4ccc(Cl)cc4C)cc3n2)cc1,nt,186
O=C(c1csc2c1CCCC2)N1CCCCC1,0,103
Cc1ccc(S(=O)(=O)N(CC(=O)O)Cc2ccccc2)cc1,-7,68
Nc1[nH]c(=S)ncc1C(=O)O,nt,67
COc1cc2[nH]c3c(=O)n(CCN4CCCCC4)cnc3c2cc1OC,-1,205

(listing goes on)
Molecule,HePTP inhibitor,BAP1 inh
CCCCCn1c(N2CCOCC2)nc2c1c(=O)n(CC(N)=O)c(=O)n2C,-15,107
COc1ccccc1C/C(N)=N/OC(=O)COc1ccc(C(C)(C)C)cc1,-16,nt
CCOC(=O)c1cnn2c(C)cc(-c3ccc(OCCC(C)C)cc3)nc12,nt,141
O=C(c1sc2cc(F)ccc2c1Cl)N1CCCCC1,8,nt
Cc1cc(C)c(C(=O)/C(=C/c2ccccc2F)c2ccccc2)c(=O)[nH]1,4,nt
CCc1ccc(C2=Nn3c(nnc3-c3cccs3)SC2)cc1,-2,74
O=C(NCc1ccco1)N1CCOCC1,-2,nt
CCOc1ccc(C2c3c(oc4cc(C)c(C)cc4c3=O)C(=O)N2CCCN(C)C)cc1OC (centres undefined),-10,82
Cc1cc(C)n(-c2ccc(C(=O)NCc3cccs3)cc2)n1,3,86
CC1(C)CC(=O)C(N=Nc2cc(C(F)(F)F)ccc2Cl)=C(O)C1,-4,nt
COC(C(=O)N/N=C(\C)c1ccc2c(c1)OCCO2)c1ccccc1 (centres undefined),-13,nt
O=C(O)C1CN(S(=O)(=O)c2ccccc2)CCN1S(=O)(=O)c1ccccc1 (centres undefined),10,nt
COCCOC(=O)C1=C(C)NC2=C(C(=O)CCC2)C1c1cccc(I)c1 (centres undefined),nt,145
CC1(C)CC(=O)c2cc(C(=O)NC3CCSC3=O)c(=O)n(-c3ccccc3)c2C1 (centres undefined),6,50*
COc1ccc(-n2c(N)c(C(=O)NCC3CCCO3)sc2=S)cc1 (centres undefined),7,101
C/C(Cl)=C\Cn1c(NCCc2ccccc2)nc2c1c(=O)n(C)c(=O)n2C,9,99
Cc1ccc(N(CC(=O)Nc2ccccc2F)S(=O)(=O)c2ccccc2)c(C)c1,2,nt
CC(=O)c1ccc(NC(=O)c2ccc(-c3cccc(Cl)c3C)o2)cc1,7,nt
CCc1ccc2oc(-c3cccc(NC(=O)c4ccc(Br)o4)c3)nc2c1,-8,nt
COc1ccc(C2C(C(=O)O)c3ccccc3C(=O)N2C)cc1Br (centres undefined),-7,101
CC(=O)c1sc(Nc2ccccn2)nc1C,6,nt
Cc1cc(C)n(-c2ncc(-c3ccccc3)nn2)n1,-2,92
O=S(=O)(c1ccc2nc(Cc3ccccc3)[nH]c2c1)N1CCOCC1,-6,122
O=C(NCCN1CCOCC1)Nc1ccc(Cl)c(Cl)c1,6,nt
Cc1ccc(S(=O)(=O)c2nc(-c3ccccc3)oc2NCCN2CCOCC2)cc1,-4,61
Cc1cc([N+](=O)[O-])cc2sc(NC(=O)C3CCCCC3)nc12,nt,50
O=C1ON=C(c2ccccc2)/C1=C/c1cccnc1,-6,nt
CCOc1ccc(C(=O)C(c2ccccc2)N2CCOCC2)cc1 (centres undefined),1,108
O=C(NC1CCS(=O)(=O)C1)c1cccc(S(=O)(=O)N2CCOCC2)c1 (centres undefined),1,121
Cc1nc2nc(-c3ccco3)nn2c(C)c1Cl,2,83
CC(C)=C(C#N)c1nc2ccccc2s1,2,98
C=CCNc1nc(NCc2ccccc2)c(C#N)c2c1CN(C)CC2,6,143
O=C(Cc1nnc(NC(=O)Nc2ccccc2)s1)Nc1ccccc1,7,nt
COc1cccc(C2C(C(=O)Nc3ccccc3)=C(C)N=c3s/c(=C\c4ccc(O)cc4)c(=O)n32)c1 (centres undefined),6,nt
O=C(CSc1nsc(SCC(=O)Nc2ccccc2F)n1)Nc1ccccc1F,-12,nt
COc1ccc(NC(=O)CSc2c(C)nn(-c3nnc(C)c(=O)[nH]3)c2C)cc1,-5,86
CCOC(=O)CC1C(=O)NCCN1C(=O)c1cc2c(=O)n3cccc(C)c3nc2s1 (centres undefined),13,nt
CCC12CN3CC(CC)(CN(C1)C3c1ccccc1)C2=O (centres undefined),6,nt
COc1ccc(CNC(=O)CN(c2cc(C)cc(C)c2)S(C)(=O)=O)cc1,4,nt
CCCCOc1ccc(NCN2C(=O)c3ccccc3C2=O)cc1,8,nt
COc1cccc(-c2cn3nc(C)c(C)nc3n2)c1,4,61
CCN(c1ccccc1)S(=O)(=O)c1ccc(F)cc1C,2,158
O=C(NNC(=O)c1cc(NC(=O)c2ccc([N+](=O)[O-])cc2)cc(C(=O)NNC(=O)c2ccccc2)c1)c1ccccc1,-16,nt
O=C(N/C(=C/c1ccco1)C(=O)N1CCCCCC1)c1cccs1,-9,nt
CCN(CC)C(=O)c1cccc(-c2ccc(OC)cc2)c1,-16,60
O=C(/C=C/c1ccco1)Nc1ccc(Cl)c(Cl)c1,21,nt
O=C1NC(=O)C(=Cc2ccc(OS(=O)(=O)c3ccc([N+](=O)[O-])cc3)cc2)C(=O)N1,4,nt
Cc1ccccc1C(=O)NN1C(=O)/C(=C\c2cccnc2)SC1=S,1,nt
COc1ccc(Cl)cc1NC(=O)CN1CCC(n2nnc3ccccc32)CC1,11,99
O=C(NCCN1CCOCC1)c1cc(S(=O)(=O)NCCCN2CCCC2=O)ccc1Cl,3,98

Next section
Molecule,HePTP inhibitor,BAP1 inh
CCCc1cc(C(=O)Nc2sc(C)c(C)c2C(=O)OCC)no1,11,186
CCn1cc(C(=O)Nc2cccc(C(=O)OC)c2)c(=O)c2ccc(C)nc21,9,99
CCOC(=O)c1cnc2cc(-c3ccc(C)cc3)[nH]n2c1=O,-8,nt
COc1cccc(C2C(C(=O)OCCc3ccccc3)=C(C)NC3=C2C(=O)CCC3)c1 (centres undefined),-2,nt
CC(C)C(CC(=O)N1CCCCC1)C1CCOC(C)(C)C1 (centres undefined),-3,nt
Cc1ccccc1C1CC(c2ccccc2)Nc2ncnn21 (centres undefined),-4,97
O=C1CC(c2ccccc2)CC2=C1C(c1cccc([N+](=O)[O-])c1)Nc1ccc(C(=O)c3ccccc3)cc1N2 (centres undefined),8,nt
COc1ccc(-c2cc(C(F)(F)F)n3nc(C(=O)NCCc4ccccc4)cc3n2)cc1OC,5,nt
C=CCn1c(Sc2nncn2C)nc2c1c(=O)[nH]c(=O)n2C,2,103
COc1ccccc1N1CCN(CCCNc2c(C)c(=O)n(C)c(=O)n2C)CC1,nt,107
CCOc1ccc(C(=O)NCc2ccco2)cc1Br,-4,nt
COc1c(F)c(F)c(-c2c(F)c(F)c(OC)c(F)c2F)c(F)c1F,0,nt
COc1ccc(NC(=O)CN2CC(c3ccccc3)CC2=O)cc1OC (centres undefined),-3,87
Cc1cnc(C(=O)Nc2cccc(-c3nnc4n3CCCCC4)c2)cn1,12,103
CCOc1ccccc1-c1nc(-c2cc3ccccc3nc2OC)no1,0,318
COc1cc(C)c(Nc2ccccc2)c(C)c1,-5,nt
CC1CCCCN1c1nnc(NC(=O)Cn2c(=O)oc3ccccc32)s1 (centres undefined),7,95
Cc1ccc(/C=C(\NC(=O)c2ccc(C)cc2)C(=O)NC(C)C)cc1,2,nt
COc1ccc(C(=O)N2N=C(C(F)(F)F)CC2(O)c2ccccc2)cc1 (centres undefined),-6,nt
O=C(NCc1ccccc1)c1ccc(C#Cc2ccccc2)cc1,-10,nt
CCC(Oc1ccccc1)C(=O)Nc1cccc(Br)c1 (centres undefined),6,nt
CCOCCn1cnc2sc(C(=O)NCC(=O)OCC)c(C)c2c1=O,10,104
Nn1c(SCC(=O)Nc2ccc(F)cc2F)nnc1C1CCCCC1,4,94
Cc1ccccc1C(=O)NNC(=O)c1cccc(Br)c1,-10,nt
CN(Cc1ccccc1)c1nc2c(c(=O)n(C)c(=O)n2C)n1CCSc1ncccn1,-1,98
COC(=O)C1=C(C(=O)OC)SC(=C2C(=S)C(C)(C)N(C(=O)CN3C(=O)CCC3=O)c3ccccc32)S1,18,nt
O=C(O)Cn1nc(C(F)(F)F)c2c1CCC2,-5,99
CCOc1ccc(-c2cnc(SCC(N)=O)nc2N)cc1,4,nt
CCc1nnc(NS(=O)(=O)c2ccc(NS(=O)(=O)c3ccccc3)cc2)s1,-6&7,99
C/C(=N\O)C(C)(C)NC(=O)Nc1ccc(Cl)cc1,-16,100
Cc1nn(C)c(C)c1S(=O)(=O)N1CCCC(C(=O)N2CCN(c3ccc(Cl)cc3)CC2)C1 (centres undefined),44,97
COc1cc(CCC(=O)OCc2nnc(-c3ccccc3)o2)cc(OC)c1OC,0,98
S=C(NCC1CCCO1)n1nnc2ccccc21 (centres undefined),6,91
CCOc1ccc(-c2nn3c(-c4ccccc4)nnc3s2)cc1,6,nt
Cc1sc(NC(=O)c2ccco2)nc1-c1ccc2c(c1)CC(C)N2C(=O)C1CC1 (centres undefined),7,134
O=C(NC1CCCCCC1)C1CCCN1S(=O)(=O)c1cccc2cccnc12 (centres undefined),3,85
Cc1ccc(/C=N/N2CCN(Cc3ccccc3Cl)CC2)s1,-11,nt
O=C(COc1ccc(S(=O)(=O)NC2CCCCC2)cc1)Nc1ccc2c(c1)OCCO2,9,78
COC(=O)CN1C(=O)C2(C(C#N)=C(N)Oc3c2c(C)nn3-c2ccccc2)c2ccccc21 (centres undefined),10,117
O=c1cccccc1NCc1ccccc1,-11,nt
CC(=O)n1c(SCC(=O)Nc2ccccc2)nc2ccccc21,2,nt
Cc1cccc(N2CC34C=CC(O3)C(C(=O)O)C4C2=O)c1 (centres undefined),-1,106
O=C(O)c1ccccc1/C=C1/SC(=S)N(c2ccc(F)cc2)C1=O,6,nt
CCC1CCCCN1CCCNC(=O)CC1Oc2ccccc2NC1=O (centres undefined),5,98
CC(=O)N/N=C/c1nc2ccccc2[nH]1,2,nt
CCCCOc1nc(N)nc(-c2ccccc2)n1,4,66
Cc1ccc(C(=O)N2CCC(C(N)=O)CC2)cc1[N+](=O)[O-],-2,nt
O=C(c1cc2ccccc2o1)c1cccs1,-2,86
COc1ccc(CC(=O)Nc2nncs2)cc1OC,-4,94
COc1ccccc1-n1nnnc1SCC(=O)NC1CCCC1,1,66

Arranged by heavy-atom count (largest number first): some entries from above
Molecule,HePTP inhibitor,BAP1 inh
O=C(N/C(=C/c1ccco1)C(=O)N1CCCCCC1)c1cccs1,-9,nt
Cc1cc([N+](=O)[O-])cc2sc(NC(=O)C3CCCCC3)nc12,nt,50
S=C(NCC1CCCO1)n1nnc2ccccc21 (centres undefined),6,91

(next part)
Molecule,HePTP inhibitor,BAP1 inh
CC(=O)/C=C1/SCC(=O)N1c1ccccc1,-4,nt
N#Cc1cccc(NC(=O)CCC2CCCC2)c1,-1,154
COc1cc(NC(=O)N2CCOCC2)cc(OC)c1,6,112
CC(CCc1ccccc1)NC(=O)CSc1nc(N)cc(N)n1 (centres undefined),4,91
Cc1ccc(N2C(=O)CC(N3CCCC3)C2=O)cc1 (centres undefined),0,nt
c1ccc(-c2oc3ncnc(NCCN4CCOCC4)c3c2-c2ccccc2)cc1,8,189
CN1C[C@H](C(=O)N[C@]2(C)O[C@@]3(O)[C@@H]4CCCN4C(=O)[C@H](Cc4ccccc4)N3C2=O)C[C@@H]2c3cccc4[nH]cc(c34)C[C@H]21,nt,91
O=C(c1cc(F)c(F)cc1Cl)N1CCN(c2ccc([N+](=O)[O-])c(N3CCCC3)c2)CC1,-1,nt
CCC1Oc2ccccc2N(CC(=O)NCCN2CCc3ccccc3C2)C1=O (centres undefined),1,100
COc1cccc(/C=N/Nc2cc(N3CCOCC3)ncn2)c1O,-4,nt
Cc1cccc(C2c3c(n(C)c(=O)n(C)c3=O)N=C3c4ccccc4C(=O)C32)c1 (centres undefined),2,87
c1ccc(-n2nnnc2-n2nnc3ccccc32)cc1,-3,108
Cc1noc(C)c1CSCC(=O)OCC(=O)N1CC(=O)Nc2ccccc21,-2,nt
O=C1NC(=O)N(c2ccccc2Cl)C(=O)C1=Cc1ccc2c(c1)OCO2,-1,nt
CC(C)Cn1cc(C(=O)NCc2cccs2)c2c3ccccc3n(C)c2c1=O,1,nt

Screening results as filed in PubChem BioAssay.
